# KCNQ2 inh – KCNQ2 potassium channel inhibitors, primary screen, cell-based, CHO-K1, FluxOR thallium flux, B-score (AID 2156); 20 min; stronger effect = lower value; Potassium voltage-gated channel subfamily KQT member 2 (Rattus norvegicus), O88943; B-score at 10 µM; 310,000 tested, 1.1% active;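 active = fluorescence ratio B-score at most minus 3 library SDs, with starting brightness B-score within 2 library SDs, cut at about -5.5 in these data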
# Kir21 inh – inhibitors of mouse Kir2.1 inward-rectifier potassium channel. 310,000 tested, 0.85% active. B-score at 10 µM. Inward rectifier potassium channel 2 (Mus musculus), P35561. HEK293-Kir2.1, FluxOR thallium flux fluorescence; stronger effect = lower value;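 active = fluorescence ratio B-score at or below minus 3 SD of library scores, with starting-brightness B-score within 2 SD, cut at about -4.2 in these data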;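 also: channel flux triggered by added potassium and thallium sulfate stimulus; B-score of peak minus minimum fluorescence over baseline after thallium stimulus; more negative B-score means stronger Kir2.1 block with less thallium influx; some compounds called inactive have numbers as strong as hits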
# Target sequence (P35561 whole entry, looked up): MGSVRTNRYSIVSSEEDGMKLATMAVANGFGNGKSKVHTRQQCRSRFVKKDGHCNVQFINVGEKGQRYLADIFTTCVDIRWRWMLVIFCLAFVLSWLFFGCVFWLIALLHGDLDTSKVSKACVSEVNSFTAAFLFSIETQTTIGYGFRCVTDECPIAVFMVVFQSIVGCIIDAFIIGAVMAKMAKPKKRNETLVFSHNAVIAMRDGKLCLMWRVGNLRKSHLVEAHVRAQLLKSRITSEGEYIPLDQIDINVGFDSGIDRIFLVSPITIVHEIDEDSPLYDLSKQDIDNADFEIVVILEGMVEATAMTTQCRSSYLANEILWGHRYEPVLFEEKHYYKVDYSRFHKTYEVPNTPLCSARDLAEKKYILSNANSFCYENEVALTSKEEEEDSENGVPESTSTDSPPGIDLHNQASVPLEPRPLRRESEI
# * marks the source's active call; other numbers are inactive results; i = inactive.
# Sequence of screens – Kir21 inh | KCNQ2 inh
O=C(Nc1ccc(F)cc1)C1CCCO1 (stereo unspecified)
 : 0.59 | i
CC1CCN(c2ccc([N+](=O)[O-])c(SCCO)c2)CC1
 : -1 | i
Cc1ccc(S(=O)(=O)NC(=O)COc2ccccc2C(N)=O)cc1
 : 1.7 | i
CCOC(=O)CSc1ncccn1
 : -0.75 | i
CCOc1c(CNCCCSc2nc(C)cc(C)n2)cccc1OC
 : -1.2 | i
O=C(N/N=C(\c1ccccc1)c1cccnc1)c1ccc(O)cc1
 : -0.03 | i
Cc1c(C(=O)Nc2ccc(S(=O)(=O)Nc3ncccn3)cc2)oc2ccc(F)cc12
 : 0.75 | i
Cc1ccc(O)c(NC(=O)c2cc(-c3ccccc3Cl)on2)c1
 : 0.17 | i
Cc1ccc(C(=O)NC(=S)NCC2CCCO2)cc1 (stereo unspecified)
 : -0.37 | i
CCOC(=O)c1c(C)n(CC(O)CN(C)C)c2cc(Br)c(OC)cc12 (stereo unspecified)
 : -1.6 | i
CCCCNc1cc(=O)n(C)c(=O)n1C
 : 0.05 | i
Cc1ccc(C2CC(c3cccs3)=NN2C(=O)CSc2nc(=O)n3ccc(C)cc3n2)cc1 (stereo unspecified)
 : -0.2 | i
COC(=O)c1ccc(/C=C2/SC(=S)N(CCC(=O)N3CCOCC3)C2=O)cc1
 : 1.1 | i
CC(=O)NC1=C(C#N)C(c2ccccc2)c2c(ccc3ccccc23)O1 (stereo unspecified)
 : -1.1 | i
Cc1ccn2c(=O)c(NC(=O)COc3ccccc3)c(C)nc2c1
 : -0.89 | i
O=C(CNC(=O)Cc1cccc2ccccc12)NCc1ccc(F)cc1
 : -5.2* | i
NCC(=O)N1CCC(C(=O)N[C@@H](Cc2c[nH]c3ccccc23)C(=O)O)CC1
 : -0.25 | i
CCCCCC1CC(CC(=O)Nc2ccc([N+](=O)[O-])cc2)OC1=O (stereo unspecified)
 : -0.46 | i
O=C(CSc1ncnc2c1cnn2CCO)Nc1cccc(C(F)(F)F)c1
 : 0.41 | i
CC(Sc1nnc(COc2ccc(Cl)cc2)n1-c1ccccc1)C(=O)O (stereo unspecified)
 : 1.6 | i
Cc1ccccc1OCc1nc2ccccc2n1C
 : 0.04 | i
COC(=O)/C(=C1/Oc2ccc(C)cc2S1)C(F)(F)F
 : 0.35 | i
COc1ccc(C(=O)CSc2ccc3nnc(-c4cccnc4)n3n2)cc1
 : 1.5 | i
COc1ccccc1C(=O)OCC(=O)NC(C)CCc1ccccc1 (stereo unspecified)
 : -2 | i
COc1ccc(-c2c(C)c3cc(O)ccc3oc2=O)cc1
 : -0.37 | i
C=CCN(c1ccc(C(=O)Nc2ccc(C)c(C)c2)cc1)S(C)(=O)=O
 : -0.2 | i
CC1CCCN(c2ccc(C(=O)OCC(=O)N3c4ccccc4Sc4ccccc43)cc2[N+](=O)[O-])C1 (stereo unspecified)
 : 0.5 | i
Cc1ccc(NC(=O)C(C)c2ccc(-c3ccccc3)c(F)c2)c(C)c1 (stereo unspecified)
 : 0.29 | i
COc1ccc(CNC(=O)c2sccc2-c2ccccc2)cc1OC
 : 0.34 | i
CCOc1ccc(CCNC(=O)COC(=O)CSc2ccccc2C)cc1OCC
 : 0.06 | i
C=CCOc1ccc(/C=C/C(=O)OCC(=O)N(C)CC(=O)Nc2ccccc2Cl)cc1
 : -0.98 | i
COC(=O)C(F)(Sc1c(C)n(C)n(-c2ccccc2)c1=O)C(F)(F)F (stereo unspecified)
 : 1.1 | i
CC(=O)Nc1ccc(NC(=O)Cn2cnc(S(=O)(=O)N3CCOCC3)c2)cc1
 : 0 | i
CCCN1C(=O)c2ccccc2NC1c1ccc(Br)cc1 (stereo unspecified)
 : -0.68 | i
COc1ccc(-c2noc(CCN3C(=O)c4ccccc4C3=O)n2)cc1OC
 : 0.46 | i
CCOc1ccccc1NS(=O)(=O)N(C)C
 : 0.02 | i
CCOc1ncccc1C(=O)OCC(=O)Nc1c(C)cc(C)cc1C
 : 0.37 | i
O=C(NCc1cccc(Cl)c1)c1cc(COc2ccc3ncccc3c2)on1
 : -0.11 | i
Cc1cc(C(=O)NC2CCCCC2C)c2ccccc2n1 (stereo unspecified)
 : 0.63 | i
COC(=O)c1cc(OC)c(OC)cc1NC(=O)CN1CCOCC1
 : 0.03 | i

# Entries of single compounds from above. Order of screens: Kir21 inh | KCNQ2 inh
# `CCOc1ccc(CCNC(=O)COC(=O)CSc2ccccc2C)cc1OCC` is listed with 0.06 | i
# `CCOC(=O)CSc1ncccn1` is listed with -0.75 | i
# `CCCCNc1cc(=O)n(C)c(=O)n1C` is listed with 0.05 | i
# `COc1ccccc1C(=O)OCC(=O)NC(C)CCc1ccccc1` (stereo unspecified) is listed with -2 | i
# `COc1ccc(CNC(=O)c2sccc2-c2ccccc2)cc1OC` is listed with 0.34 | i

# (continued)
# Sequence of screens – Kir21 inh | KCNQ2 inh
Cn1c(SCC(=O)Nc2ccc(NC(=O)c3ccccc3F)cc2)nnc1-c1ccncc1
 : 0.5 | i
COC(=O)c1c(NC(=O)CSc2nnnn2-c2ccc3c(c2)OCO3)sc(C)c1C
 : 0.58 | i
Cc1cc(C)c(S(C)(=O)=O)c(N(C)NC(=O)c2c(F)cccc2F)n1
 : -1 | i
O=C(CNCc1cccs1)Nc1cc(S(=O)(=O)N2CCCC2)ccc1Cl
 : -0.05 | i
O=C(Nc1ccccc1Cl)N(Cc1nc2ccccc2c(=O)[nH]1)Cc1cccs1
 : -1.9 | i
O=C(O)c1csc(-c2ccccc2)n1
 : 0.11 | i
CCOC(=O)C1=C(C)N(c2ccc(OC)cc2)C(=O)/C1=C\c1ccc(O)c(OCC)c1
 : -0.38 | i
Cc1cc(=O)oc2cc(OCC(=O)N3CC(C)OC(C)C3)ccc12 (stereo unspecified)
 : 0.98 | i
O=P(O)(C(O)c1ccccc1)C(O)c1ccccc1 (stereo unspecified)
 : -0.37 | i
COc1ccccc1C/C(N)=N/OC(=O)COc1ccc2ccccc2c1
 : -0.02 | i
CCc1ccc(CN(C)Cc2nc(COc3ccccc3)no2)nc1
 : 1.3 | i
O=C(Cn1cccc1C(=O)c1ccccc1)NCCC1=CCCCC1
 : -6.8* | i
CCCCn1c(NCc2ccccc2O)nc2ccccc21
 : 1.7 | i
COP(=O)(OC)C(Nc1cc(Cl)cc(Cl)c1)c1cccc(O)c1 (stereo unspecified)
 : 0.85 | i
c1ccc(Cc2noc(CN3CCCN(C4Cc5ccccc5C4)CC3)n2)cc1
 : 0 | i
CCCSc1nnc(CN2CCOCC2)n1C
 : -0.76 | i
O=C(NCCN1CCOCC1)Nc1ccc(Cl)cc1
 : -0.12 | i
O=S(NCc1ccco1)C12CC3CC(CC(C3)C1)C2 (stereo unspecified)
 : 0.49 | i
Cc1cc(C)c2c(n1)sc1c(=O)n(Cc3ccc(F)cc3)cnc12
 : -0.05 | i
Cc1oc2cc(OCc3cnn(-c4ccccc4)c3)ccc2c(=O)c1Oc1ccccc1F
 : 0.67 | i
O/N=C1\CCCc2c1nc(-c1ccccc1F)n2O
 : -1.2 | i
COc1ccc(S(=O)(=O)NCCCCC(=O)O)cc1C(=O)O
 : -2.2 | i
O=C(O)CNS(=O)(=O)c1cc(Cl)c(Cl)cc1Cl
 : 1.8 | i
CN(c1ccc(C(=O)Nc2ccccc2C(=O)N2CCCC2)cc1)S(C)(=O)=O
 : -0.03 | i
COc1ccc(C2CC(C(F)(F)F)n3nc(C(=O)O)c(Br)c3N2)cc1 (stereo unspecified)
 : -0.57 | i
COc1cc([C@@H]2c3cc4c(cc3[C@@H](O)[C@@H](CO)[C@@H]2CO)OCO4)cc(OC)c1O[Si](C)(C)C(C)(C)C
 : -1.1 | i
CC(C)C(=O)Nc1ccc(NC(=S)NC(=O)c2cc3ccccc3o2)cc1
 : -0.84 | i
Cc1ccc(C(=O)C[n+]2ccccc2)cc1
 : 0.01 | i
COc1ccc(NC(=O)CSc2nnnn2-c2ccc(OC)cc2)cc1
 : -1.2 | i
O=C(c1c(F)cccc1F)N(Cc1ccccn1)C1CC1
 : -0.8 | i
Cc1ccc(N(C(=O)c2snc(C(N)=O)c2N)C(C(=O)NCC2CCCO2)c2ccc(C)o2)c(C)c1 (stereo unspecified)
 : -1.3 | i
CC(NS(=O)(=O)c1ccccc1Cl)C1CC2CCC1C2 (stereo unspecified)
 : -1.9 | i
Cc1nnc(NC(=O)Nc2ccc(Cl)c(Cl)c2)s1
 : -2.4 | i
CC(=O)N1CCN(C(=O)C2(NC(=O)Nc3cccc(F)c3)CCCCC2)CC1
 : 0.14 | i
O=C(c1ccc(F)cc1)C1CCN(C(=O)c2ccc(F)cc2)CC1
 : -0.75 | i
COC(=O)c1c(NC(=O)CN2CCC3(O)CCCCC3C2c2ccccc2OC)sc(C)c1C (stereo unspecified)
 : 1.5 | i
CC(C)CN(C(=O)COC(=O)c1ccc(Cl)nc1)c1c(N)n(Cc2ccccc2)c(=O)[nH]c1=O
 : 0.67 | i
CCN(CC)S(=O)(=O)c1cccc(C(=O)NNC(=O)c2ccc3[nH]c(=O)c(=O)[nH]c3c2)c1
 : -0.13 | i
O=C(CN(c1ccccc1)S(=O)(=O)c1ccccc1)N1CCOCC1
 : -1.4 | i
O=C(NCc1ccc2c(c1)OCO2)c1c(O)c2cccc3c2n(c1=O)CCC3
 : -0.53 | i
S=C(c1cn(Cc2ccccc2)c2ccccc12)N1CCOCC1
 : -2.6 | i
COC(=O)c1cccc(NC(=O)CSc2nnc(-c3ccco3)o2)c1
 : 1.6 | i
COc1ccc(C2CC(c3ccccc3)=NN2c2ccc(Cl)c(C(=O)O)c2)cc1 (stereo unspecified)
 : 2.1 | i
CCC(C)[C@H](NC(=O)C1CCN(C(=O)[C@H](Cc2ccccc2)NC(=O)OC(C)(C)C)CC1)C(=O)O (stereo partly specified)
 : 0.76 | i
O=C(CNC(=O)c1ccc([N+](=O)[O-])cc1)N/N=C\c1ccc(OC(=O)c2ccccc2)cc1
 : -0.69 | i
Cc1cc(C)cc(C(=O)N2CC(C)SC2=Nc2cccc(S(=O)(=O)N(C)C)c2)c1 (stereo unspecified)
 : -0.78 | i
COc1ccccc1S(=O)(=O)Nc1cccc(-c2nnc3n2CCCCC3)c1
 : 0.01 | i
C=CCN(C(=O)CSc1nc2ccsc2c(=O)n1Cc1ccccn1)c1ccccc1
 : 0.65 | i
COc1ccccc1-c1cc(C(=O)Nc2ccccc2SC)no1
 : 0.87 | i
CC(=O)NCCC(=O)N(Cc1ccccc1)c1nc2c(C)cccc2s1
 : -1.4 | i
CSCCC(NS(=O)(=O)c1cccs1)C(=O)NCc1ccccc1 (stereo unspecified)
 : -1.5 | i
CCOC(=O)c1c(NC(=O)COC(=O)c2ccc(O)cc2)sc(C(=O)NC)c1C
 : -0.51 | i
COc1ccc(C2NC(=O)NC(C)=C2C(=O)Nc2cc(C)ccc2C)cc1OC (stereo unspecified)
 : 0.01 | i
Nc1nc2c(c3c1c(=O)oc1ccccc13)CCCCC2
 : -0.05 | i
Nc1c(C(=O)NCCN2CCOCC2)c2nc3ccccc3nc2n1CCc1ccccc1F
 : -0.63 | i
c1ccc(-c2csc(-c3ccncc3)n2)cc1
 : -0.3 | i
Cc1cc(C)c(S(C)(=O)=O)c(S(=O)(=O)c2ccc(Cl)cc2)n1
 : 0.17 | i
CN(C1CCCCC1)S(=O)(=O)c1ccc(C(=O)O)cc1
 : 0.24 | i
Cn1cnnc1SCC(=O)Nc1ncc(C(F)(F)F)cc1Cl
 : -1.1 | i
CCC(C)N(C(=O)c1csnn1)C(C(=O)NC1CCCC1)c1c(F)cccc1Cl (stereo unspecified)
 : -0.65 | i

# Next part:
# Sequence of screens – Kir21 inh | KCNQ2 inh
Cc1ccc(OCc2cc(C(=O)N(C)Cc3cnc4ccccn34)no2)cc1C
 : -1.1 | i
COC(=O)CCC(=O)OC1(C)C(=O)C=C2C=C(C3CC3)N(CC3CC3)C=C2C1=O (stereo unspecified)
 : 1.6 | i
Cc1ccccc1-c1nc(CS(=O)(=O)CC(=O)NCc2ccc(F)cc2)c(C)o1
 : 0.18 | i
CCOC(=O)C1(CC2CC2)CCN(Cc2ccc(O)c(Cl)c2)CC1
 : -1.2 | i
Cc1cccc(C)c1NC(=O)N1CCC(c2nc3ccccc3o2)CC1
 : -1.1 | i
CCOC(=O)c1[nH]c2ccccc2c1NC(=O)c1ccc(S(=O)(=O)N2CCCC2)cc1
 : 1.2 | i
Cc1cc(NC(=O)c2ccc(Cl)cc2)cc(C)c1OCC(=O)N1CCOCC1
 : -1.2 | i
O=C(Cc1c[nH]c2ccccc12)Nc1cccc(S(=O)(=O)N2CCCCC2)c1
 : 0.03 | i
CCC(Sc1nc2ccccc2o1)C(=O)O (stereo unspecified)
 : -0.37 | i
CC(C)=CCC/C(C)=C/C=N/NC(=O)c1ccc([N+](=O)[O-])cc1
 : 0.05 | i
c1ccc(Cn2nnnc2C(c2cccs2)N2CCCCCC2)cc1 (stereo unspecified)
 : -1.4 | i
O=C(Nc1nccs1)C(=O)c1c[nH]c2ccccc12
 : -0.62 | i
Oc1ccc(/C=N/Nc2ncc(Br)cn2)c(O)c1
 : 0.04 | i
Cc1cc(=O)n2nc(N3CCCC(C(=O)NCCCN4CC(C)CC(C)C4)C3)sc2n1 (stereo unspecified)
 : -0.23 | i
COc1ccc(Oc2nc3c(c(=O)n(C)c(=O)n3C)n2Cc2ccccc2)cc1
 : 1.9 | i
COC(=O)c1ccc(NCCC(=O)O)cc1
 : 1.2 | i
CN(Cc1ccccc1)C(=O)c1cccc(N2C(=O)C3CC=CCC3C2=O)c1 (stereo unspecified)
 : 1.4 | i

# Screening results: PubChem BioAssay, Johns Hopkins Ion Channel Center

# Compounds were not picked by outcome; about 1.9% have a hit in one of these screens.
